TRPC4 agonist: activators of mouse TRPC4 channel; Q9QUQ5; HEK293 TRPC4beta/mu-opioid, Fluo4 calcium fluorescence; active compounds read high; B-score at 10 µM; 310,000 compounds, 0.49% hits; AID 2237;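 active means B-score above 5 SD of library B-scores, and initial fluorescence ratio not above library mean plus 5 SD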;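 further: positive B-score marks a calcium rise read as TRPC4 activation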
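Assay system: HEK293 stable line with TRPC4beta plus mu-opioid receptor. Times: dye 45 min RT, read 110 s. Measured by: kinetic Fluo4 calcium fluorescence. Measure: B score of integrated ratio. Controls: assay buffer as low control, maximal DAMGO as high control.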
KCNK9 inh: blocks the human KCNK9 two-pore domain potassium channel | AID 488922 | B-score at 10 µM | Q9NPC2 | HEK293 KCNK9, FluxOR thallium flux fluorescence; active compounds read low | 310,000 compounds, 1.2% hits;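 active means ratio B-score over 3 SD below the library mean, with starting fluorescence within 5 SD of its mean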;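 further: negative B-score means less thallium flux so channel inhibition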
KCNQ1 block: inhibitors of human KCNQ1 potassium channel; AID 2642; B-score at 10 µM; CHO-K1 KCNQ1, FluxOR thallium flux fluorescence; active compounds read high; 310,000 compounds, 1.3% hits; P51787;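 active means compounds whose thallium flux B-score, printed positive for inhibition, exceeds three library SD while starting fluorescence stays within three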;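 further: channel opened by potassium depolarization with thallium stimulus after 20 min compound exposure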
PolyA inhibitor: yeast polyadenylation inhibition | calls only at 12 µM | 300,000 compounds, 0.02% hits | S. cerevisiae SKY197-pL101 polyadenylation reporter, beta-gal luminescence; efflux-impaired pdr1/pdr3 knockout yeast; score 100 = 6 SD above DMSO | AID 1875;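 active means lowest replicate activity score at least 50, where 100 means six control SD above control mean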;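 further: yeast exposed to compound for 9 h at 30 °C; higher score means more reporter readthrough which indicates perturbed polyadenylation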
TRPC4 potent: allosterically enhances the mouse TRPC4 cation channel | HEK293 TRPC4beta/mu-opioid, DAMGO EC20, Fluo-4 Ca2+ flux; active compounds read high | B-score at 10 µM | 310,000 compounds, 0.42% hits | AID 2227;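 active means B-score of calcium response area above 5 SD of library B-scores, with initial fluorescence ratio within 5 SD of library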;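 further: B-score of integrated fluorescence ratio over time as area under calcium response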
KCNK3 inh: human KCNK3 channel inhibition, primary screen; O14649; CHO-KCNK3 thallium flux, FluxOR fluorescence; active compounds read low; B-score at 10 µM; 340,000 compounds, 0.84% hits; AID 602410;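 active means B-score under library mean minus 4 SD, starting fluorescence ratio at most library mean plus 5 SD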;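 further: more negative B-score means stronger inhibition of thallium flux through KCNK3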
hERG rescue: compounds protecting human hERG from proarrhythmic drug block; Q12809; CHO-hERG, FluxOR thallium flux, dofetilide IC70 present; activation (rescue from dofetilide block), less the hit threshold, % at 10 µM; 310,000 compounds, 0.51% hits;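 active means activation above the mean of controls blocked by dofetilide plus 5 SD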;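 further: thallium influx through hERG after potassium depolarization seen as dye fluorescence rise; in these data hits start at about 4.7%; inactives centre near -7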
Target sequence (Q12809 whole entry, looked up): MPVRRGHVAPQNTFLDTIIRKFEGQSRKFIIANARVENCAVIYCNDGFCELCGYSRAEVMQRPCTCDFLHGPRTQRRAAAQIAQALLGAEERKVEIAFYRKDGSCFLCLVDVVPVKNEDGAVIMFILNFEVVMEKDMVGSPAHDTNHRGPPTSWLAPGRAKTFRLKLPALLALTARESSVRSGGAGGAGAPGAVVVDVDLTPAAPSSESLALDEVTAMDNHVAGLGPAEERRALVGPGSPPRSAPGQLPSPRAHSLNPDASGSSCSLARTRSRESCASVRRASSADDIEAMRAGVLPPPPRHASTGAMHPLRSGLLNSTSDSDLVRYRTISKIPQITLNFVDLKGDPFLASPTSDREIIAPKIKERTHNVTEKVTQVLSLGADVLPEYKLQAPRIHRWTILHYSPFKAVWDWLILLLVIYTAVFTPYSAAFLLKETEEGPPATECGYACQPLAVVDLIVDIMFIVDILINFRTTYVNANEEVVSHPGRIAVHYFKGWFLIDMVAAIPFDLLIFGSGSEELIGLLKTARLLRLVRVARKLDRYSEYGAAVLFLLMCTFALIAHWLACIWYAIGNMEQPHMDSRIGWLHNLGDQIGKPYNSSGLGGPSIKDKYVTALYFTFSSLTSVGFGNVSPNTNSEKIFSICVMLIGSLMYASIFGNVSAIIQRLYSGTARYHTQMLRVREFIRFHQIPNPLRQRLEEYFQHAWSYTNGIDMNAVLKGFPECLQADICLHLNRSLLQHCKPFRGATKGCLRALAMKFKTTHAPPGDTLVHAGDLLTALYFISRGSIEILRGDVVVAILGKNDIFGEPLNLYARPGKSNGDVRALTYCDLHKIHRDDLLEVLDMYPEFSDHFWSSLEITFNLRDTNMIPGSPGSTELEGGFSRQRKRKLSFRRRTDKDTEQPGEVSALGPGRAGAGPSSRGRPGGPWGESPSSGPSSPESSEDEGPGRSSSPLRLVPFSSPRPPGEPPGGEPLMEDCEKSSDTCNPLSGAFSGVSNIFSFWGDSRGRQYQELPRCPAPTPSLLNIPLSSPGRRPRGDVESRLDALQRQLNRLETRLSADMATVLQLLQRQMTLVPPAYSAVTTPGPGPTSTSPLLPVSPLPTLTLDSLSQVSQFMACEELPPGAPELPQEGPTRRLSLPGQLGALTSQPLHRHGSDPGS
TRPC4 block: blocks the mouse TRPC4 cation channel | Q9QUQ5 | HEK293 TRPC4beta/mu-opioid, DAMGO-evoked Fluo4 calcium flux; active compounds read low | B-score at 10 µM | 300,000 compounds, 0.39% hits;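 active means B-score over 3 SD under the library average, no early fluorescence shift, positive overall ratio signal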
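Signal: kinetic Fluo4 fluorescence imaging of calcium influx. Material: stable TRPC4beta/mu-opioid receptor HEK293 cells. Probe or stimulus: DAMGO in two steps, submaximal then maximal.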
Platelet DG rel: platelet dense granule release activity; human platelet-rich plasma, SFLLRN dense granule ATP release, luminescence; 300,000 compounds, 0.22% hits; inhibition, %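 (compounds screened at 7.5 µM in platelet-rich plasma)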;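 active means mean replicate score, as percent of positive control, at or above 50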
KCNQ1 pot: human KCNQ1 channel potentiation or activation | P51787 | CHO-K1 KCNQ1, thallium flux FluxOR fluorescence; active compounds read high | B-score at 10 µM | 310,000 compounds, 0.35% hits;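 active means fluorescence ratio B-score, a plate-corrected score, at least three library SD, with initial intensity B-score within 5 SD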
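Material: CHO-K1 cells stably expressing KCNQ1. Medium: assay buffer for compound exposure, DMSO matched across wells. Reagent: K+/Tl+ depolarizing stimulus. Compound dosing: single-concentration screen. Times: 37 °C overnight plating, 90-min dark dye load, 20-min compound pretreatment. Technique: FluxOR Tl+ flux fluorescence.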
DYRK1A inh: inhibitors of rat Dyrk1A kinase; 310,000 compounds, 0.43% hits; inhibition, % at 12.5 µM; AID 504441; ADP-Glo luminescence, NFATc1 peptide; in the data active means inhibition above about 50%;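 further: plate controls were vehicle with enzyme for no effect and no enzyme for full effect; many of its hits are not listed in these tables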
* marks the source's active call; other numbers are inactive results; i = inactive; nt = no result given.

Molecule,KCNQ1 pot,DYRK1A inh,KCNK3 inh,hERG rescue,Platelet DG rel,TRPC4 potent,KCNK9 inh,KCNQ1 block,TRPC4 block,PolyA inhibitor,TRPC4 agonist
Cc1ccc(Cn2ccc(NC(=O)c3cc(-c4ccc(Br)cc4)on3)n2)cc1,i,3,i,-8,4,i,i,i,i,i,i
CN1CSC2=C(C#N)C(c3cccc(OCc4ccccc4)c3)CC(=O)N2C1 (stereo not given),i,0,i,-7,-1,i,i,i,i,i,i
Cc1[nH]c(C)c(C(=O)/C=C/c2ccc([N+](=O)[O-])cc2)c1C,i,-4,i,-2,5,i,i,i,i,i,i
CC(C)(C)c1ccc(OCCNC(=S)Nc2ccccc2)cc1,i,-1,i,-16,7,i,i,i,i,i,i
COc1ccc(C(=O)N(CN2CCCC2=O)c2ccc(C)cc2)cc1,i,2,i,-1,6,i,i,i,i,i,i
CCOC(=O)CN1C(=O)S/C(=C/c2ccc(OC)c([N+](=O)[O-])c2)C1=O,i,-7,i,-12,-4,i,i,i,i,i,i
COc1ccc(CN2CCNC(=O)C2CC(=O)NCC2CCOCC2)c(C)c1C (stereo not given),i,0,i,-14,-3,i,i,i,i,i,i
COCCCNC(=S)NC(=O)c1ccc([N+](=O)[O-])cc1,i,0,i,-3,-7,i,i,i,i,i,i
O=C(/C=C/c1ccc(F)cc1)Nc1cccc(S(=O)(=O)Nc2cccc(C(F)(F)F)c2)c1,i,5,i,-2,-11,i,i,i,i,i,i
CCOC(=O)c1[nH]cnc1C(=O)Nc1ccc(F)cc1,i,nt,i,-4,2,i,i,i,i,i,i
O=C(CCSc1ccc(Br)cc1)Nc1cccnc1,i,10,i,-2,15,i,i,i,i,i,i
O=C1C(=O)N(c2ccccn2)C(c2cccc(F)c2)/C1=C(/O)c1ccccc1 (stereo not given),i,4,i,-3,-1,i,i,i,i,i,i
Cc1nc(Cl)c(C(=O)NCCC(C)C)c(C)c1[N+](=O)[O-],i,nt,i,-8,-1,i,i,i,i,i,i
CCOC(=O)c1ccc(CC(=O)c2ccc(O)c(O)c2O)o1,i,-2,i,0,-3,i,i,i,i,i,i
O=C(COC(=O)c1nc(Cl)ccc1Cl)NC1CCS(=O)(=O)C1 (stereo not given),i,-2,i,-6,4,i,i,i,i,i,i
O=C1C2CCCCC2C(=O)N1c1ccc(S(=O)(=O)Nc2ncccn2)cc1 (stereo not given),i,-2,i,-13,8,i,i,i,i,i,i
C/C(=N/Nc1nc(-c2ccccc2)cc(-c2ccc(F)cc2)n1)c1cccc(N)c1,i,-5,i,-11,-3,i,i,i,i,i,i
Cc1ccc(CNC(=O)COC(=O)c2ccc(S(=O)(=O)N3CCCC3)cc2)cc1,i,-1,i,-5,1,i,i,i,i,i,i
O=C(C#Cc1ccccc1)c1cccc([N+](=O)[O-])c1,i,-1,i,0,1,i,i,i,i,i,i
C/C(N)=C(/C#N)C(=O)CSc1ccccc1F,i,-5,i,-3,-2,i,i,i,i,i,i

Of the compounds above, these contain a cyano group:
Molecule,KCNQ1 pot,DYRK1A inh,KCNK3 inh,hERG rescue,Platelet DG rel,TRPC4 potent,KCNK9 inh,KCNQ1 block,TRPC4 block,PolyA inhibitor,TRPC4 agonist
CN1CSC2=C(C#N)C(c3cccc(OCc4ccccc4)c3)CC(=O)N2C1 (stereo not given),i,0,i,-7,-1,i,i,i,i,i,i
C/C(N)=C(/C#N)C(=O)CSc1ccccc1F,i,-5,i,-3,-2,i,i,i,i,i,i

Remaining list, next part.
Molecule,KCNQ1 pot,DYRK1A inh,KCNK3 inh,hERG rescue,Platelet DG rel,TRPC4 potent,KCNK9 inh,KCNQ1 block,TRPC4 block,PolyA inhibitor,TRPC4 agonist
CC(C)(C)n1ncc2c(=O)n(CC(=O)Nc3ccccc3)cnc21,i,-3,i,-8,-6,i,i,i,i,i,i
Cc1ccc(Nc2c(-c3ccccn3)nc3cc(C)ccn23)cc1,i,5,i,-29,5,i,i,i,i,i,i
CCN1CCN(CC(=O)Nc2cc(F)ccc2C)CC1,i,21,i,-3,-9,i,i,i,i,i,i
CC(=O)NCC(O)c1ccc([N+](=O)[O-])cc1 (stereo not given),i,-3,i,-4,3,i,i,i,i,i,i
CCCCN(CC)CCNC(=O)CCNC(=O)Cn1ccc2ccccc2c1=O,i,-5,i,-9,-6,i,i,i,i,i,i
CCc1csc(CNC(=O)C2CCC(=O)N(Cc3cccc(F)c3)C2)n1 (stereo not given),i,-6,i,-8,-4,i,i,i,i,i,i
Cn1c(CC(=O)NN)c(Sc2ccccc2)c2ccccc21,i,-1,i,-2,-2,i,i,i,i,i,i
COc1ccc(NC2CCCN(Cc3cccc4cnccc34)C2)cc1 (stereo not given),i,1,i,-4,-3,i,i,i,i,i,i
CCCCNC(=O)NS(=O)(=O)c1ccc(C(=O)OC(C)C)o1,i,-6,i,1,0,i,i,i,i,i,i
O=C(COc1ccc2ccccc2c1)NCCNC(=O)COc1ccc2ccccc2c1,i,4,i,-4,6,i,i,i,i,i,i
Cc1c(NS(=O)(=O)c2cc([N+](=O)[O-])ccc2Cl)c(=O)n(-c2ccccc2)n1C,i,-15,i,-9,7,i,i,i,i,i,i
CCOC(=O)/C(C#N)=C/c1cc(C)n(-c2ccccc2)c1C,i,9,i,-4,-18,i,i,i,i,i,i
O=C(CNC(=O)c1ccc(Cl)cc1Cl)OCc1ccccc1,i,-4,i,-9,1,i,i,i,i,i,i
COc1ccc(OCC(=O)Nc2ccccc2C(=O)Nc2ccc(C(=O)O)cc2)cc1,i,-3,i,-4,0,i,i,i,i,i,i
CCCOc1ccc(/C(O)=C2/C(=O)C(=O)N(CCN(C)C)C2c2ccc(OC)c(OC)c2)cc1 (stereo not given),i,-3,i,-9,2,i,i,i,i,i,i
CCC(NC(=O)c1ccccc1NC(=O)c1ccco1)C(=O)NNC(=O)c1ccncc1 (stereo not given),i,nt,i,-5,1,i,i,i,i,i,i
Cc1ccc(S(=O)(=O)N2CCCCC2)cc1NC(=O)Nc1ccc(Cl)cc1Cl,i,3,i,-8,-1,i,i,i,i,nt,i
CC(=O)c1ccc(N2CCC(C(=O)O)CC2)cc1,i,-7,i,-11,6,i,i,i,i,i,i
Cc1ccc2c(c1)N(C(=O)CCC(=O)NC1CCCCCC1)CC(C)O2 (stereo not given),i,0,i,-12,-3,i,i,i,i,i,i
CCOC(=O)c1c(C)[nH]c(C)c1S(=O)(=O)NCC1CCN(Cc2ccccc2F)CC1,i,-3,i,-6,-9,i,i,i,i,i,i
COc1cc2[nH]c(=S)nc(Nc3ccc(NC(C)=O)cc3)c2cc1OC,i,-6,i,-4,3,i,i,i,i,i,i
CCC(C)NC(=S)Nc1ccc2nc(N3CCOCC3)cc(C)c2c1 (stereo not given),i,0,i,0,-5,i,i,i,i,i,i
CCOc1ccc(-c2nnc(-c3cccnc3)o2)cc1OCC,i,-1,i,-25,2,i,i,i,i,i,i
Cc1ccc(C(=O)Nc2ccc3[nH]c(=O)[nH]c3c2)c(C)c1,i,8,i,-9,4,i,i,i,i,i,i
COc1cccc(CNC(=O)c2ccc(CS(=O)c3ccccc3)o2)c1 (stereo not given),i,nt,i,-5,1,i,i,i,i,i,i
Cc1ccc(CN2CCN(C3CCC3)CC2CCO)cc1 (stereo not given),i,1,i,-3,-1,i,i,i,i,i,i
CCN(CC1COc2ccccc2O1)C(=S)NC1CC2CCC1C2 (stereo not given),i,2,i,-30,-1,i,i,i,i,i,i
COc1ccc(Oc2nc(SC)nc3ccccc23)cc1,i,1,i,-6,6,i,i,i,i,i,i
CN(C)S(=O)(=O)c1cccc(NC(=O)CNCc2ccccn2)c1,i,-10,i,-9,-3,i,i,i,i,i,i
O=C(Nc1cccc(C(=O)N2CCOCC2)c1)c1ccc([N+](=O)[O-])cc1,i,2,i,-5,-1,i,i,i,i,i,i
CCOC(=O)c1c(NC(=O)c2cnn3c2NC(c2cccc(OC)c2)CC3C(F)(F)F)sc2c1CCCC2 (stereo not given),i,-5,i,-7,-12,i,i,i,i,i,i
Cc1ccc(C(=O)N2CCOCC2)cc1[N+](=O)[O-],i,-3,i,-10,-23,i,i,i,i,i,i
COc1ccc(C(CNC(=O)c2cc(C)oc2C)N2CCOCC2)cc1 (stereo not given),i,4,i,-10,8,i,i,i,i,i,i
Cc1ccc(C)c(S(=O)(=O)Nc2ccc(C(N)=O)cc2)c1,i,-2,i,-1,-1,i,i,i,i,i,i
O=C(N/N=C/c1c[nH]c2ccccc12)c1ccn[nH]1,i,6,i,-7,-5,i,i,i,i,i,i
Cc1ccc(-c2[nH]ncc2C(=O)c2cccc(F)c2)c(O)c1,i,6,i,-4,-24,i,i,i,i,i,i
CCCc1cc(=O)[nH]c(SCc2cc(C(=O)OC)c(C)o2)n1,i,-4,i,-15,1,i,i,i,i,i,i
CCSC(SCC)[C@H](O)[C@@H](O)[C@H](O)[C@H](O)CO,i,-4,i,-5,2,i,i,i,i,i,i
COc1ccc(S(=O)(=O)N(C)c2c(C)n(C)n(-c3ccccc3)c2=O)cc1OC,i,3,i,-8,-1,i,i,i,i,i,i
CCN(CC(=O)Nc1ccc(S(=O)(=O)N2CCOCC2)cc1)Cc1ccccc1,i,-5,i,-12,4,i,i,i,i,i,i
O=c1c(CN2CCN(c3cccc(Cl)c3)CC2)coc2c(Cl)cc(Cl)cc12,i,-4,i,-11,-21,i,i,i,i,i,i
O=C(O)C1C(=O)NCC1c1ccccc1 (stereo not given),i,-7,i,-8,5,i,i,i,i,i,i
O=C(CCN1CCN(S(=O)(=O)c2ccc(F)cc2)CC1)Nc1ccccc1F,i,-6,i,-7,-16,i,i,i,i,i,i

Only part of the results is shown; count on the stated rates, not on these rows.
